RXFP1 agonist: agonists of human relaxin receptor RXFP1. actives 0.3% (n = 370,000). Potency, µM (titrated, usually from 57.5 µM), without a hit: at the top dose activation, most hits filed as activators. Q9HBX9. HEK293T-RXFP1 cAMP TR-FRET, 30 min; response scale: percent of porcine relaxin response, buffer zero; note: potency is the fitted concentration of half-maximal effect; % is set by controls: 0 for no effect and ±100 for the full control effect; nearly all actives have a fitted effect of over 60% in size; many of its hits are not listed in these tables
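HEK293 cells stably expressing RXFP1, treated 30 min at 37C with compounds plus PDE4 inhibitor Ro 20174; cAMP measured by HTRF TR-FRET. Normalized to buffer and 29 nM porcine relaxin; EC50 by Hill fit.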
Vif-APOBEC3G blk: blocks the Vif interaction with human APOBEC3G; HeLa A3G-eYFP + Vif (tagged APOBEC3G with the HIV-1 protein that degrades it), YFP fluorescence, overnight; Potency, µM (top dose mostly 46.1 µM), without a hit: top-dose activity, negative = active, actives largely listed as inhibitors; Q9HC16; actives 0.076% (n = 410,000);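 note: potency is the fitted concentration of half-maximal effect; % is set by controls: 0 for no effect and ±100 for the full control effect; nearly all actives have a fitted effect of over 60% in size; hits raise eYFP signal because A3G escapes Vif-driven loss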
Target sequence (Q9HC16 whole entry, looked up): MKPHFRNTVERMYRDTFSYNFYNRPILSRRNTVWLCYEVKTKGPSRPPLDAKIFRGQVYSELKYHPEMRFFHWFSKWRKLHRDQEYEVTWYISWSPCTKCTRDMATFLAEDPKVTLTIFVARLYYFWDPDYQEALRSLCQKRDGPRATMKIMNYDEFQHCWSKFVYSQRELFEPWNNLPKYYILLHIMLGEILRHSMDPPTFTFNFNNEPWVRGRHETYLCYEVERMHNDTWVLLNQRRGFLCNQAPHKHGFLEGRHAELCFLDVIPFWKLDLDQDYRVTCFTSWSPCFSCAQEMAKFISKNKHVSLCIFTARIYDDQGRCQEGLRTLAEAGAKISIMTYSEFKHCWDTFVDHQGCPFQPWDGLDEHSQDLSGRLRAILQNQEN
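HeLa cells stably expressing Vif and C-terminally eYFP-tagged A3G, seeded overnight at 37 deg C, then exposed to compound by pintool overnight at 37 deg C. Rise in yellow fluorescence (Ex 488/Em 500-530, Acumen) marks blocked Vif-driven A3G degradation.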
RXFP1 antagonist: RXFP1 (human) relaxin receptor antagonism; Q9HBX9; HEK293-RXFP1, relaxin-stimulated cAMP HTRF, 30 min; hits give low values; activity change, negative = inhibition, % at 57.5 µM; actives 0.59% (n = 350,000); AID 1259400;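 active = activity change of -60% or lower, but not beyond a set lower limit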; note: % is set by controls: 0 for no effect and ±100 for the full control effect
D1 PAM: human D1 dopamine receptor positive modulation; P21728; HEK293 TREx D1 cells, calcium flux, dopamine EC20 potentiation; potentiation, % at 10 µM; actives 0.036% (n = 360,000); AID 504651; in the data active = potentiation above about 30%; note: 0% is about no effect
Vif-A3F inh: Vif-A3F binding inhibition; HeLa A3F-eYFP + Vif (tagged APOBEC3F with the HIV-1 protein that degrades it), YFP fluorescence increase; Potency, µM (doses to about 46.1 µM), inactives show at the top dose activity, negative = active; actives 0.2% (n = 390,000); note: potency is the fitted concentration of half-maximal effect; % of control where 0% means no effect; nearly all actives have a fitted effect of over 65% in size
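Fluorescence increase (Ex 488/Em 500-530) after overnight compound treatment at 37 deg C flags inhibition of Vif-driven A3F-eYFP loss in stable HeLa A3F-eYFP/Vif cells seeded overnight beforehand.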
D1 antag: blocks dopamine activation of the human D1 receptor; HEK293 TREx D1 cells, calcium flux, dopamine EC80; hits give low values; P21728; activity change, negative = inhibition, % at 10 µM; actives 3.2% (n = 360,000); AID 504652; in the data active = activity change below about -30%; note: % is set by controls: 0 for no effect and ±100 for the full control effect
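Antagonism measured as reduced calcium response to an EC80 dopamine addition following 180 s compound pre-read; cells were inducible HEK293 Trex D1 plated overnight at 30 C, read kinetically at 1 cycle/sec.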
D1 agonist: activates the human D1 dopamine receptor; P21728; HEK293 T-REx D1 cells, calcium flux, agonist mode; activation, % at 2 µM; actives 1% (n = 360,000); AID 504660; in the data active = activation above about 30%; note: 0% is about no effect
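Inducible HEK293 T-REx D1 cells, force-coupled to calcium signalling, were plated at 4000 cells/well with tetracycline and held overnight at 30 C. After no-wash calcium dye loading, compound-evoked calcium rise over 180 s flagged agonists.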
GRP78 ERSR act: inducers of ER stress response in human glioma cells; actives 0.02% (n = 420,000); U87-MG GRP78 promoter luciferase reporter, 16 h; Potency, µM, inactives show top-dose activation, most hits filed as activators; note: potency is the fitted concentration of half-maximal effect; series mostly up to about 76 µM; % of control where 0% means no effect; nearly all actives have a fitted effect of over 35% in size
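Stably transfected U87-MG glioma cells carrying a GRP78-based luciferase sensor; 16 h compound incubation. Luminescence end-point read 10 min after Bright-Glo addition at room temperature.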
D2 potentiator: D2 dopamine receptor (human) potentiation | P14416 | HEK293 T-REx D2, calcium flux, EC20 dopamine potentiation | potentiation, % at 10 µM | actives 0.34% (n = 340,000);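 active = potentiation over 3 SD above the plate norm, cut at about 30% in these data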; note: 0% is about no effect
Target sequence (P14416 whole entry, looked up): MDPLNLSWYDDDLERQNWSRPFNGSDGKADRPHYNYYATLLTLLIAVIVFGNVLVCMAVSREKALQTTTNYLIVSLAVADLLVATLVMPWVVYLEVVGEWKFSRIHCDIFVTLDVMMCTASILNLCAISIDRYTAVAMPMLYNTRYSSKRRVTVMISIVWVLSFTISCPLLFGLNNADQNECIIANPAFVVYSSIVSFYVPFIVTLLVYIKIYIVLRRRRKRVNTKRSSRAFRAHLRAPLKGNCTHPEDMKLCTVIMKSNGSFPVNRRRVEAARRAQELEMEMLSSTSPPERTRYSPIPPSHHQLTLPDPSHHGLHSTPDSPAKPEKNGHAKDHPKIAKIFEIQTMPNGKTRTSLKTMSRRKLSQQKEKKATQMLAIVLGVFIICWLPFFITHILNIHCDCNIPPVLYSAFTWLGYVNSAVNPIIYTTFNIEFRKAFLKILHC
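Using a no-wash calcium dye in inducible, force-coupled HEK293 Trex cells expressing D2, we tracked fluorescence each second for 180 s after compound, then for 180 s after EC20 dopamine to detect augmented signalling.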
The depositor's hits bear a star; · = not tested or not shown. Unless noted, calls come from the whole dose curve; as a rule, active = well fitted curve in the direction sought with a large enough effect; inconclusive = small, poorly fitted or top-dose-only effect, or another doubt; inactive = no such curve, though single readings can be large; an effect the other way counts as inactive or inconclusive.

compound | RXFP1 agonist | Vif-APOBEC3G blk | RXFP1 antagonist | D1 PAM | Vif-A3F inh | D1 antag | D1 agonist | GRP78 ERSR act | D2 potentiator
C#CCOCCOCCOCCNc1nc(N2CCN(C(=O)CCCCCCCCCCNC(=O)[C@H](CCCCN)n3cc(CCO)nn3)CC2)nc(N2CCN(C(=O)CCCCCCCCCCNC(=O)[C@H](CCCCN)n3cc(CCO)nn3)CC2)n1 | -0.7% | -1.4% | · | -1.9 | -3.8% | 10.2 | 10.0 | -2.3% | 0.9
COc1ccc(CC(=O)NNC(=S)NC(=O)c2cccnc2)cc1 | -1.5% | 1.6% | -5.8 | 2.0 | 8.2% | 5.0 | 2.7 | -1.2% | -2.8
Cc1ccc(C)c(N2CCN(C(c3ccc(F)cc3)c3nnc(-c4ccccc4)o3)CC2)c1 (stereo not given) | 3.1% | 6.8% | -3.1 | -0.9 | -21.7% | -16.9 | -0.6 | -1.3% | 21.8
CCCCCn1c(CN2CCN(c3cc(Cl)ccc3C)CC2)nc2c1c(=O)[nH]c(=O)n2C | 1.6% | -16.0% | -10.0 | -1.3 | -8.8% | 41.3 | 5.8 | -4.7% | 1.3
Cc1cc(C)n(/C(=C\N(C)C)C(=O)c2ccc(Cl)cc2)n1 | 0.6% | 3.5% | -4.5 | -1.6 | 0.9% | -24.9 | 0.9 | -2.7% | -0.4
CCCOc1ccc(N2C(=O)CC(NCc3ccc(S(N)(=O)=O)cc3)C2=O)cc1 (stereo not given) | -4.0% | -2.3% | -5.9 | -5.6 | -7.0% | 0.7 | 1.6 | -2.3% | 0.6
Cc1cc(C)c(N=C2CCCN2Cc2ccccc2)c(C#N)c1 | -1.2% | -5.5% | -30.4 | -6.0 | -10.2% | 2.9 | 1.5 | 1.9% | 6.2
CN(CC(=O)Nc1ccc(F)cc1)C(=O)COC(=O)C1=COCCO1 | 0.7% | 0.6% | -4.2 | 3.8 | 1.1% | -5.6 | -0.5 | -3.1% | 8.7
CCc1ccc(NC(=O)Nc2cc(C(=O)NCC3CCCO3)ccc2N2CC3CC(C2)c2cccc(=O)n2C3)cc1 (stereo not given) | 0.9% | -12.0% | 8.9 | -2.3 | 4.5% | 10.1 | 2.3 | -2.5% | 18.3
O=C(COc1ccccc1Br)N1CCN(C(=O)c2cccs2)CC1 | -1.4% | 0.2% | -5.8 | -4.4 | 1.7% | 11.8 | 1.1 | -4.1% | -3.5

compound | RXFP1 agonist | Vif-APOBEC3G blk | RXFP1 antagonist | D1 PAM | Vif-A3F inh | D1 antag | D1 agonist | GRP78 ERSR act | D2 potentiator
Cc1ccc(NC(=O)C2Cc3ccccc3CN2C(=O)c2ccco2)cc1S(=O)(=O)N(C)C (stereo not given) | -2.8% | 2.7% | -9.9 | -4.8 | 1.9% | 4.9 | 1.4 | -2.7% | -2.7
CC(=O)N(Cc1c(C#N)c2ccccc2n1C)c1ccccc1 | 0.0% | 1.3% | -1.8 | -2.2 | 0.0% | 7.9 | -0.8 | -3.1% | 0.0
COc1cccc(CNC(=O)CSc2nnc3c(n2)[nH]c2ccc(C)cc23)c1 | 4.0% | -3.0% | 2.1 | -6.2 | 0.3% | 18.1 | 3.0 | -1.2% | ·
O=C(NCc1ccccc1Cl)c1cc2c(s1)CS(=O)(=O)C2 | 2.9% | 4.3% | -2.3 | -14.9 | 1.3% | 30.2 | 4.1 | -0.5% | 8.1
CCOC(=O)C1CC(c2ccccc2)=NNC1=O (stereo not given) | 0.0% | 1.8% | -6.7 | 7.6 | 1.3% | -5.0 | 1.8 | 2.8% | -0.8
Cn1nc(C(=O)NCc2ccccc2)cc1C(=O)NCc1ccccc1 | 0.8% | 0.1% | -0.8 | -2.9 | 7.4% | 1.6 | 7.8 | -2.4% | 13.5
Cc1ccc(-c2ccc(=O)n(CCC(=O)N3CCN(Cc4ccccc4)CC3)n2)cc1 | -1.0% | -5.7% | 14.4 | -1.9 | 0.0% | 2.8 | 2.3 | -1.3% | -3.3
COc1cc(C)ccc1OCC(=O)OCC(=O)c1ccc[nH]1 | · | 5.6% | -5.8 | · | -8.5% | · | · | -1.0% | ·
O=C(Cn1cnc2c(nnn2Cc2ccc(Cl)cc2)c1=O)NCC1CCCO1 (stereo not given) | 18.5% | -2.1% | -2.0 | -1.8 | 3.7% | 5.3 | 2.1 | -4.5% | 21.1
CCc1cc(C(=O)Cc2ccccn2)c(O)cc1O | -2.9% | -0.2% | 0.8 | -2.8 | -3.3% | -2.0 | 4.7 | -2.4% | 7.4
C1CCc2nnc(C3CC3)n2CC1 | 3.3% | 1.1% | -3.3 | -4.8 | 1.5% | · | -1.0 | -1.5% | -6.8
Cc1ccc(S(=O)(=O)N2CCCCC2)cc1C(=O)N(C)CC(=O)Nc1cccc(F)c1 | 1.3% | 1.3% | -6.5 | 6.9 | 1.1% | -3.6 | 6.2 | -2.7% | -4.9
O=C(O)c1cccc(S(=O)(=O)Nc2ccc(N3CCCCC3)cc2)c1 | · | 0.3% | -16.3 | · | 5.8% | · | · | -5.8% | ·

Compound profiles, from the list above. Values in the order: RXFP1 agonist	Vif-APOBEC3G blk	RXFP1 antagonist	D1 PAM	Vif-A3F inh	D1 antag	D1 agonist	GRP78 ERSR act	D2 potentiator
Entry for `O=C(Cn1cnc2c(nnn2Cc2ccc(Cl)cc2)c1=O)NCC1CCCO1` (stereo not given) → 18.5%	-2.1%	-2.0	-1.8	3.7%	5.3	2.1	-4.5%	21.1
Entry for `O=C(NCc1ccccc1Cl)c1cc2c(s1)CS(=O)(=O)C2` → 2.9%	4.3%	-2.3	-14.9	1.3%	30.2	4.1	-0.5%	8.1

Entries listed so far that have a halogen (eight):
compound | RXFP1 agonist | Vif-APOBEC3G blk | RXFP1 antagonist | D1 PAM | Vif-A3F inh | D1 antag | D1 agonist | GRP78 ERSR act | D2 potentiator
Cc1ccc(C)c(N2CCN(C(c3ccc(F)cc3)c3nnc(-c4ccccc4)o3)CC2)c1 (stereo not given) | 3.1% | 6.8% | -3.1 | -0.9 | -21.7% | -16.9 | -0.6 | -1.3% | 21.8
CCCCCn1c(CN2CCN(c3cc(Cl)ccc3C)CC2)nc2c1c(=O)[nH]c(=O)n2C | 1.6% | -16.0% | -10.0 | -1.3 | -8.8% | 41.3 | 5.8 | -4.7% | 1.3
Cc1cc(C)n(/C(=C\N(C)C)C(=O)c2ccc(Cl)cc2)n1 | 0.6% | 3.5% | -4.5 | -1.6 | 0.9% | -24.9 | 0.9 | -2.7% | -0.4
CN(CC(=O)Nc1ccc(F)cc1)C(=O)COC(=O)C1=COCCO1 | 0.7% | 0.6% | -4.2 | 3.8 | 1.1% | -5.6 | -0.5 | -3.1% | 8.7
O=C(COc1ccccc1Br)N1CCN(C(=O)c2cccs2)CC1 | -1.4% | 0.2% | -5.8 | -4.4 | 1.7% | 11.8 | 1.1 | -4.1% | -3.5
O=C(NCc1ccccc1Cl)c1cc2c(s1)CS(=O)(=O)C2 | 2.9% | 4.3% | -2.3 | -14.9 | 1.3% | 30.2 | 4.1 | -0.5% | 8.1
O=C(Cn1cnc2c(nnn2Cc2ccc(Cl)cc2)c1=O)NCC1CCCO1 (stereo not given) | 18.5% | -2.1% | -2.0 | -1.8 | 3.7% | 5.3 | 2.1 | -4.5% | 21.1
Cc1ccc(S(=O)(=O)N2CCCCC2)cc1C(=O)N(C)CC(=O)Nc1cccc(F)c1 | 1.3% | 1.3% | -6.5 | 6.9 | 1.1% | -3.6 | 6.2 | -2.7% | -4.9

Screening data from PubChem BioAssay.

The list is partial. The share of hits here may be higher or lower than overall.
